N-glyco inh = increase of ERlucT glycosylation luciferase signal, primary screen, N-linked glycosylation inhibitor project, D54 ERlucT cells, luminescence, set 2 | reporter increase, % at 12.5 µM | D54 ERlucT glycosylation luciferase reporter, 24 h; percent of 100 nM tunicamycin response | hit rate 0.23% among 360,000;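 active means mean luciferase reporter signal, scaled so untreated is 0 and the glycosylation-blocking control 100, at or above a set limit in every replicate; inconclusive means mean reaches the limit but not every replicate does; inactive means mean below the limit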;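 further: luciferase carries N-glycosylation sites so blocking glycosylation raises the light; 0% = median of neutral control wells and 100% = median of 100 nM tunicamycin wells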
MC4R antag cAMP = MC4R antagonists of cAMP signaling, primary screen, cell-based, TR-FRET, antagonist arm of biased-ligand search. AID 540295, 2011. MC4R-expressing cells, MTII-stimulated cAMP, LANCE TR-FRET. hit rate 0.48% among 360,000. inhibition, % at 6.5 µM;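 active means inhibition above its plate's cutoff, the mean of tested wells on that plate plus 3 SD, cut at about 29% in these data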;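 further: 0% = Melanotan II alone and 100% = Melanotan II plus saturating MCL0020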
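Assay system: U2OS cells stably expressing human melanocortin 4 receptor (MC4R) / Dosing: 6.5 µM / Timing: compound 30 min, challenge 1 h, detection 1 h / Measured by: Eu-cAMP/anti-cAMP TR-FRET, emission 671 nm / Replicates: singlicate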
PDI turbidity = inhibitors of human PDI, primary screen, biochemical, turbidity, single point, plate reader; Protein disulfide-isomerase (Homo sapiens), P07237; PDI insulin aggregation turbidity, A650, 90 min; inhibition, % at 10 µM; hit rate 0.052% among 350,000; AID 588391, 2011;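 active means mean inhibition across replicates of 30% or more, whatever share of single replicates reach that level; inconclusive means mean inhibition below 30% while every single replicate reaches 30%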;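 further: absorbance from insulin aggregation driven by PDI reduction with DTT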
CaV13 ICDI inh = Disruptors of the CACNA1D IQ motif to Ca2+-dependent inactivation inhibitor domain association, primary screening, Förster resonance energy transfer in intact living … | HEK cells, CFP/YFP FRET ICDI-IQ, plate reader, 10 min; percent FRET-ratio fall versus neutral wells | inhibition, % at 12.3 µM | hit rate 0.098% among 340,000 | AID 743397;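 active means mean replicate inhibition of at least 30% and at least 1% of replicates passing that level; inconclusive means only one of the two criteria is met; inactive means neither criterion is met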;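 further: 0% = median of the neutral control wells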
Vif inh = HIV Vif self-association inhibitors, primary screen, imaging, HEK293T, single point. HEK293T cells, Vif self-association by quenched fluorescence, 24 h. inhibition, % at 7.49 µM. hit rate 0.35% among 340,000. AID 602346, 2012; in the data active means inhibition above about 50%, passing the limit was not always enough; inconclusive means no clear call, values can overlap the other calls; inactive means below about 31%; further: some results filed as inactive read as strong as hits
MC4R barr agon = MC4R agonists recruiting beta-arrestin, primary screen, cell-based, luminescence, agonist arm of biased-ligand search | Melanocortin receptor 4 (Homo sapiens), P32245 | hit rate 0.98% among 360,000 | activation, % at 8.9 µM | U2OS MC4R beta-arrestin complementation; percent of melanotan II response, DMSO zero;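 active means activation above a per-plate cutoff, the mean activation of sample wells on that plate plus 3 SD, cut at about 8% in these data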
aDG glyco act = activators of alpha-DG glycosylation, primary screen, uHTS, Pro5-aDG cells, AlphaScreen. hit rate 0.22% among 360,000. alpha-DG glycosylation AlphaScreen (IIH6); 0% Pro5, 100% B10-LARGE cell signal. AID 624168, 2012. activation, % at 10 µM;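 active means activation of at least 8% versus controls, or a plate z-score of at least 8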;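 further: Pro5 are CHO cells carrying HIG-tagged alpha-DG that lacks glycosylation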
ABCB6 inh 2 = ABCB6 transporter inhibitors, primary screen, K562-ABCB6 cells, flow cytometry, MLPCN library. K562-ABCB6 porphyrin accumulation, 1 h; hits give low values. fluorescence ratio to DMSO, % at 10 µM. hit rate 0.19% among 360,000. AID 602162, 2011;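 active means fluorescence ratio to DMSO below 75%, the collection mean minus 3 SD; inconclusive means too few cells collected in the well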;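 further: signal is porphyrin accumulated inside mitochondria; 100% equals median channel fluorescence of DMSO control wells; lower ratio means ABCB6 inhibition with less porphyrin fluorescence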
Target sequence (Q9NP58 whole entry, looked up): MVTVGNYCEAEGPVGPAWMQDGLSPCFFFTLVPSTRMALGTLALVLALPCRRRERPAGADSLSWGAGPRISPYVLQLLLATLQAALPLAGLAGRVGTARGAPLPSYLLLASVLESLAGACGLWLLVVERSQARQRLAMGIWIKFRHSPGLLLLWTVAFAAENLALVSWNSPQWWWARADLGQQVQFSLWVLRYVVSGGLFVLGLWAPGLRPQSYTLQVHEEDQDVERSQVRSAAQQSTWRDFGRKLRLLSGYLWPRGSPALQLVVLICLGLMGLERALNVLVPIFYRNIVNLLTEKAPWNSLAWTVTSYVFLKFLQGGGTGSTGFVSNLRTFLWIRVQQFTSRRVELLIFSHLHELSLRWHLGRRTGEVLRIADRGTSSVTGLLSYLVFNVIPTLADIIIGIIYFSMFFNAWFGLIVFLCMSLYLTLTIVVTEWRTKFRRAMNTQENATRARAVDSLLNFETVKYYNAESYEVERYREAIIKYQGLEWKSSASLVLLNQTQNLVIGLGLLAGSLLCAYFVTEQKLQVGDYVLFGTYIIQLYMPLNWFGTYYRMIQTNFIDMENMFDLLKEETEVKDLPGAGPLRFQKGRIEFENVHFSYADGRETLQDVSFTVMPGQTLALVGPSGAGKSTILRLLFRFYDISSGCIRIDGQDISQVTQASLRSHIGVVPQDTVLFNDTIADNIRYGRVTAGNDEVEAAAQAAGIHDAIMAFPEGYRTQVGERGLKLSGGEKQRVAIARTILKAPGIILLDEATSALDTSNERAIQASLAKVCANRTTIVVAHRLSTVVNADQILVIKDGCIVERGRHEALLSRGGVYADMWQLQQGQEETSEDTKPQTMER
H9c2 protect = cardioprotection against H2O2-induced cell death, primary screen, uHTS, H9c2 cells, ATPLite luminescence | H9c2 cardiomyocytes, H2O2 injury protection, 2 h | protection from H2O2 cell death, % at 20 µM | hit rate 0.63% among 360,000 | AID 588492, 2011;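 active means compounds giving at least 50% protection of heart cells from peroxide-induced death in the single-dose screen, raw or plate-pattern-corrected value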;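 further: 0% = DMSO wells with peroxide and 100% = DMSO wells without peroxide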
m5-HT2A agonist = mouse Htr2a agonists via beta-arrestin recruitment, primary screen, cell-based, luminescence | activation, % at 7.6 µM | 5-hydroxytryptamine receptor 2A (Mus musculus), P35363 | CHO-K1 mHTR2A beta-arrestin complementation; percent of 30 µM serotonin response | hit rate 0.66% among 360,000;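 active means activation above a run cutoff, the mean activation of all tested compounds plus 3 SD, cut at about 14% in these data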;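 further: 0% = plate median of compound wells and 100% = 30 µM serotonin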
The depositor's hits bear a star; u = inconclusive; x = no result given.

SMILES	N-glyco inh	MC4R antag cAMP	PDI turbidity	CaV13 ICDI inh	Vif inh	MC4R barr agon	aDG glyco act	ABCB6 inh 2	H9c2 protect	m5-HT2A agonist
COc1ccccc1C(=O)Nc1ccccc1SC(=O)c1ccccc1OC	9	-17	-9	-18	22	-0.2	0.1	96	-14	4
CC(NC(=O)CCCc1c[nH]c2ccccc12)c1ccc(F)cc1 (stereo unspecified)	-2	5	16	-4	2	0.8	-0.1	97	1	-6
CN=C(Nc1ccc(C)c(C)c1)SC1CC(=O)N(c2ccc(OC)cc2)C1=O (stereo unspecified)	0	0	5	-19	-1	-0.2	1.2	99	1	2
COCCn1c(N)c(N(Cc2ccccc2)C(=O)c2ccc(-c3ccc(Cl)cc3)o2)c(=O)[nH]c1=O	-1	-3	-6	-6	3	7.6	0.4	94	25	8
CC1(CNC(=O)C(=O)NCC2(C)CO2)CO1 (stereo unspecified)	2	2	5	-10	12	-1.6	-0.1	99	1	4
CC1(C)CN2C(=S)N(c3ccccc3)C(c3ccccc3)N2C1 (stereo unspecified)	1	5	-28	-4	x	-0.9	0.0	101	8	-3
CC1=CC(=NOC(=O)/C=C/c2ccccc2)C=C(C)C1=O	-3	-5	3	-2	1	-2.0	-0.1	99	-32	4
CN(Cc1cccs1)C(=O)COc1cccc(-n2cnnn2)c1	0	5	-6	-4	-5	-0.8	0.3	96	-4	-1
CCN1CCN(c2cc3c(cc2F)c(=O)c(S(=O)(=O)c2ccccc2)cn3C)CC1	1	8	-11	-7	-4	0.9	0.5	108	1	0
COCCCNC1=C(C#N)C(=O)NC2(CCCC2)S1	1	-2	-4	-6	4	-1.8	-0.1	99	1	-4
O=C1Nc2ccccc2C12Nc1ccccc1-c1nc3ccccc3n12 (stereo unspecified)	3	3	-4	-2	-3	-1.4	0.0	97	-6	-1
O=C(CSc1ncnc2scc(-c3ccccc3)c12)N1CCN(Cc2ccc3c(c2)OCO3)CC1	-2	-2	-4	-3	6	-2.8	0.3	89	2	0
COCCN1C(=NCCCOC(C)C)N[C@@H](c2ccccc2)C(C(=O)OC)=C1C	1	0	-3	-6	-2	1.1	-0.1	99	-8	2
CCN(Cc1ccccc1)S(=O)(=O)c1cc2[nH]c(=O)c(=O)[nH]c2cc1C	0	3	x	-2	8	-0.7	0.0	104	-17	-1
Oc1ccc2ccccc2c1C=NCc1ccccc1	5	15	-3	-2	3	1.7	0.0	96	48	2
O=C(COc1cc(O)c2c(=O)cc(-c3ccccc3)oc2c1)c1ccc(F)cc1	-2	1	-11	-9	-4	0.7	-0.2	99	11	-3
CC(NC(=O)CSc1nnc(-c2cccnc2)n1N)c1ccccc1 (stereo unspecified)	2	5	3	9	8	-1.1	-0.3	104	-3	3
COc1cccc(NC(=O)CCN2C(=O)c3ccccc3S2(=O)=O)c1	-1	5	-1	-7	-18	-2.7	0.0	97	4	-5
CCOc1ccc2c3c(c(=O)oc2c1OCC)CCCC3	2	-5	3	-3	x	1.6	0.2	101	-9	2
O=C1NC[C@H](CCCCN2CCN(CCc3ccccc3)C(=O)C2=O)N(CC2CCCCC2)C1=O	x	x	x	-4	x	x	-0.2	95	x	-6
CC(C)(C)c1nnc(NC(=O)C2CCN(c3ncccn3)CC2)s1	-2	2	-4	x	x	1.2	-0.1	91	-4	-1
CC(C)c1ccc(NC(=O)C2CCC(CNC(=O)[C@@H]3Cc4ccccc4CN3)CC2)cc1 (stereo partly specified)	-4	-2	-2	-9	13	-0.6	0.5	101	4	-8
Cc1ccc(S(=O)(=O)N2CCC(C(=O)NC3CCCCC3C)CC2)cc1 (stereo unspecified)	0	2	0	-4	2	-2.1	0.2	100	-7	-5
Cc1ccc(C(=O)NCC(=O)N2CCCN(S(=O)(=O)c3ccc(C)cc3)CC2)cc1	2	-2	-1	-15	-9	3.7	0.0	99	-5	-3
CCN(Cc1ccccc1)C(=O)CN1C(=O)c2ccccc2S1(=O)=O	0	-1	-11	-6	x	-2.8	-0.1	97	-6	11

In a second layout: 8 of the compounds above
Below each compound: N-glyco inh	MC4R antag cAMP	PDI turbidity	CaV13 ICDI inh	Vif inh	MC4R barr agon	aDG glyco act	ABCB6 inh 2	H9c2 protect	m5-HT2A agonist
COc1cccc(NC(=O)CCN2C(=O)c3ccccc3S2(=O)=O)c1
→ -1	5	-1	-7	-18	-2.7	0.0	97	4	-5
CCOc1ccc2c3c(c(=O)oc2c1OCC)CCCC3
→ 2	-5	3	-3	x	1.6	0.2	101	-9	2
O=C1NC[C@H](CCCCN2CCN(CCc3ccccc3)C(=O)C2=O)N(CC2CCCCC2)C1=O
→ x	x	x	-4	x	x	-0.2	95	x	-6
CC(C)(C)c1nnc(NC(=O)C2CCN(c3ncccn3)CC2)s1
→ -2	2	-4	x	x	1.2	-0.1	91	-4	-1
CC(C)c1ccc(NC(=O)C2CCC(CNC(=O)[C@@H]3Cc4ccccc4CN3)CC2)cc1 (stereo partly specified)
→ -4	-2	-2	-9	13	-0.6	0.5	101	4	-8
Cc1ccc(S(=O)(=O)N2CCC(C(=O)NC3CCCCC3C)CC2)cc1 (stereo unspecified)
→ 0	2	0	-4	2	-2.1	0.2	100	-7	-5
Cc1ccc(C(=O)NCC(=O)N2CCCN(S(=O)(=O)c3ccc(C)cc3)CC2)cc1
→ 2	-2	-1	-15	-9	3.7	0.0	99	-5	-3
CCN(Cc1ccccc1)C(=O)CN1C(=O)c2ccccc2S1(=O)=O
→ 0	-1	-11	-6	x	-2.8	-0.1	97	-6	11

Following part
SMILES	N-glyco inh	MC4R antag cAMP	PDI turbidity	CaV13 ICDI inh	Vif inh	MC4R barr agon	aDG glyco act	ABCB6 inh 2	H9c2 protect	m5-HT2A agonist
CN(C)C(=O)CNc1ccn2nc(-c3cccc(Cl)c3)cc2n1	2	0	-1	-5	-3	0.5	-0.1	88	11	2
CN1C(=O)C(C)(C)c2cc(S(=O)(=O)N(C)Cc3ccccc3)ccc21	-1	8	x	-9	6	-0.1	0.3	100	2	0
CC1CCN(C(=O)c2[nH]cnc2C(=O)Nc2ccc(Cl)cc2)CC1	3	5	9	-11	-5	0.9	0.2	96	5	-4
CCC(C(=O)O/N=C(\N)c1cccc(C)c1)c1ccccc1 (stereo unspecified)	-2	1	-9	-4	25	0.6	0.5	102	-15	-6
CCCCN1CC(COCc2ccccc2)Oc2ccccc2S1(=O)=O (stereo unspecified)	-1	6	6	-7	18	-1.6	0.1	104	-18	-6
O=C(Nc1cc(Cl)ccc1Cl)c1ccc(OC(=O)c2ccco2)cc1	0	-1	10	-9	-8	13*	0.2	95	-5	2
NC(=O)c1cnn2c(-c3cccc(C(F)(F)F)c3)ccnc12	2	3	1	-2	x	-0.6	-0.1	103	3	5
CC(C)(C)c1ccc(C(=O)/C(C#N)=C/c2cccs2)cc1	-1	14	8	-5	11	-0.8	0.1	105	-6	2
COc1ccc(OC)c(-c2cc(-c3cccnc3)nc(N)c2C#N)c1	u	-18	0	-20	1	-1.7	0.0	103	6	-9
COc1ccccc1CCC(=O)Nc1cc(S(=O)(=O)N2CCOCC2)ccc1N1CCCC1	-1	18	2	x	0	-3.6	-0.1	98	0	-5
Cc1cc(C)cc(OCCCC(=O)O)c1	3	3	-4	-5	-10	1.1	-0.1	99	-2	0
O=C(c1ccc(F)cc1)n1c(=S)nc2ccccn21	-11	-4	-1	-6	18	-3.5	-0.1	98	-17	3
O=C(Nc1ccccc1)N(Cc1ccc(Cl)cc1)CC(O)C(F)(F)F (stereo unspecified)	0	-5	-1	x	-6	-1.0	0.5	98	-6	-1
COc1ccc(C2(C)NC(=O)N(CC(=O)NCCC3=CCCCC3)C2=O)cc1OC (stereo unspecified)	0	-3	-1	-4	14	-0.9	0.0	103	-14	-6
Cc1[nH]c(=O)[nH]c(=O)c1S(=O)(=O)Nc1ccc(F)cc1F	0	-3	12	-19	-8	-0.9	0.0	96	-7	4
CC(=O)Nc1ccccc1NC(=O)c1cccc2ccccc12	-1	6	-1	-5	4	-1.4	-0.2	100	0	0
COc1ccc(C2NC(=O)C(C#N)=C(S)N2c2cccc(C)c2)cc1OC (stereo unspecified)	0	-2	-2	-4	3	-2.6	-0.1	93	-6	-3
Cc1ccc(C(=O)Oc2ccccc2N2CCOCC2)cc1	1	1	-10	-20	17	0.2	-0.1	96	-3	-1
CC(C)CC(C(=O)NCC1CCCO1)N(C(=O)Cn1nnc(-c2ccc(F)cc2)n1)c1cccc(C(F)(F)F)c1 (stereo unspecified)	-5	1	-3	-4	-7	1.0	1.6	91	-2	12
C[C@@H]1CN([C@@H](C)CO)S(=O)(=O)c2ccc(Br)cc2O[C@H]1CN(C)C(=O)c1ccccc1F	4	0	2	-3	x	-0.7	-0.2	100	14	-2
Cc1ccc(S(=O)(=O)c2cc3ccccc3nc2N)cc1	-3	10	-2	0	15	-3.4	0.2	98	-4	-3
CCCCN1C(=O)C(CC(=O)NC2CCCC2)CC(C(=O)N(C)C)=C1C (stereo unspecified)	0	7	-5	-2	x	-1.2	0.3	97	10	-2
CCCc1c(O)nc(SCC(=O)N2CCCCC2)[nH]c1=O	-1	3	-5	-23	2	-1.2	0.0	101	3	1
O=C(Nc1ccc2c(c1)OCCO2)C1CCCN1S(=O)(=O)c1cccc2cccnc12 (stereo unspecified)	1	-6	-1	-12	-2	-1.3	-0.1	104	2	3
COc1c(Cl)cc(-c2noc(C)c2C(=O)NCc2ccccc2)cc1Cl	-2	3	12	8	-12	2.0	0.0	105	-3	-6
CC(C)(C)CC(=O)O/N=C(\N)c1ccccn1	-16	2	-5	-5	1	0.6	0.0	95	-1	0
COc1ccc(-c2cc(C(=O)Nc3ccccc3N3CCOCC3)c3ccccc3n2)cc1OC	-9	2	5	-4	-18	3.0	-0.9	93	62*	7

From PubChem BioAssay

Outcome played no part in choosing rows; any-hit rate near 3.6%.
